Screening data deposited in PubChem by National Center for Advancing Translational Sciences (NCATS).
p53 reactivation: qHTS assay for re-activators of p53 using a Luc reporter; H1299 p53-A138V BP100-luciferase reporter, luminescence, 24 h; Potency, µM (doses to about 92.2 µM), for the others: top-dose activity change, positive = activation, actives largely listed as activators; hit rate 0.063% among 320,000; also: potency is read from the fitted curve at half-maximal effect; % of control where 0% means no effect; nearly all actives have a fitted effect of over 45% in size
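p53-null H1299 cells stably carrying temperature-sensitive p53-A138V and a BP100-luciferase reporter were pinned with compounds (4-point, 1:5 series) and held 24 hrs at 37 deg C. Luminescence was read 10 min after detection reagent.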
ELG1 genotox: qHTS screen for small molecules that induce genotoxicity in human embryonic kidney (HEK293T) cells expressing luciferase-tagged ELG1 | HEK293T ELG1-luciferase reporter, luminescence, 16 h | Potency, µM (titrated, usually from 46 µM), for inactives: at the top dose activity change, positive = activation, actives largely listed as activators | hit rate 1.3% among 330,000 | AID 504466, 2011; also: potency is read from the fitted curve at half-maximal effect; % of control where 0% means no effect; nearly all actives have a fitted effect of over 60% in size
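ELG1-luciferase HEK293T cells, 2,000/well; compound pinned in; 16 hr, 37 °C, 5% CO2; ONE-Glo, 30 min RT; luminescence on CCD imager.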
BRCA1 expr up: qHTS Assay to Identify Small Molecule Activators of BRCA1 Expression. MCF7-BRCA1-FFLuc reporter, luminescence, 48 h; response scale: scaled: vehicle 0%, 10 µM genistein 100%. Potency, µM (titrated, usually from 46.1 µM), for inactives: at the top dose activation, actives largely listed as activators. hit rate 1.1% among 380,000; also: potency is read from the fitted curve at half-maximal effect; nearly all actives have a fitted effect of over 80% in size; some results filed as inactive show a strong effect at the top dose
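MCF7-BRCA1-FFLuc cells, 2000/well in phenol-red-free MEM, attached 2 h then treated 48 h at 37 C. Luciferase luminescence read 15 min after reagent; normalized to genistein maximum activation (10microM) and DMSO, concentration-response fitted.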
Giardia killer: Small Molecules that selectively kill Giardia lamblia: qHTS; Giardia lamblia trophozoite viability; activity change, % at 7.66 µM, hits read low; hit rate 0.15% among 340,000; AID 540267, 2011; in the data active = activity change below about -80%; inconclusive = between about -30% and that limit;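 also: parasites exposed to compound for two days anaerobically before the ATP read; % is scaled to controls: 0 for no effect and ±100 for the full control effect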
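Giardia trophozoites, 100 cells per well, were exposed to compounds for 48 hrs at 37 deg C under anaerobic conditions; viability was then read as ATP content by bioluminescence after 15-30 min at room temperature.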
Numbers without * were called inactive; u = inconclusive; [ ] = another dose, or the depositor's remark. Unless noted, calls follow the shape of the dose curve; as a rule, active = well fitted activation curve with a large enough effect; inconclusive = small, poorly fitted or top-dose-only effect; inactive = no such curve, though single readings can be large or run the other way.

Values run as follows: p53 reactivation	ELG1 genotox	BRCA1 expr up	Giardia killer
1	CCOC(=O)C1=NS(=O)(=O)NC(C)=C1
 : 8%	-1%	7%	9
2	NCCCCCNC(=O)c1nc[nH]c1C(=O)NCC(=O)OCc1ccccc1
 : -1%	-4%	7%	0
3	CC(NC(=O)CSc1nnnn1C1CC1)c1ccccc1Br (centres undefined)
 : 1%	0%	1%	-9
4	Cn1c2ccccc2c(=O)c2ccc(NCCc3cccs3)cc21
 : u	u	u	-5
5	COc1ccc(C2/C=C\CC(NS(=O)(=O)c3ccc(C)cc3)CC(=O)N2Cc2ccccc2F)cc1 (centres undefined)
 : 4%	0%	-2%	4
6	O=C(CN1C(=O)NC2(CCCC2)C1=O)NCc1ccc(Cl)cc1
 : 1%	2%	-2%	-22
7	O=C(CN1CCN(C(=O)c2ccccc2)CC1)NC(=O)NCCC1=CCCCC1
 : -13%	-2%	-12%	-7
8	COc1ccc(CNC(=O)COC(=O)CN2C(=O)C3CC=CCC3C2=O)cc1 (centres undefined)
 : 2%	0%	-14%	-10
9	Cc1ccccc1C(=O)OCC(=O)Nc1cccc(S(=O)(=O)NC2=NCCC2)c1
 : -2%	-1%	1%	-13
10	CCOc1ccc(S(=O)(=O)/N=C(/Nc2ccc(C)c(S(=O)(=O)N3CCOCC3)c2)c2ccccc2)cc1
 : -3%	-4%	-41%	-10
11	COc1ccccc1C(=O)NCC(=O)OCC(=O)NNC(=O)c1ccc(Br)cc1
 : -9%	0%	-6%	-11
12	Cc1ccc(C(=O)OCC(=O)N2CCCCCC2)cc1S(=O)(=O)N1CCOCC1
 : 11%	2%	10%	14
13	Cc1oc(=O)cc(OCc2ccccc2)c1C
 : -7%	15%	10%	0
14	Nc1ncnc2c1ncn2[C@@H]1O[C@H](CNCc2ccc(OCc3ccccc3)cc2)[C@@H](O)[C@H]1O
 : -6%	18%	-16%	-4
15	Cc1cccc(OCC(=O)NNC(=O)CCN2CCN(c3ccccc3)CC2)c1C
 : -1%	0%	-15%	-15
16	CC(=NNC(=O)c1ccc(NS(=O)(=O)c2ccc(Br)cc2)cc1)c1cccnc1
 : -8%	-2%	-7%	-2
17	CCC(CO)Oc1cc(NC(=O)c2cccc(C)c2)c2ncn(C(C)C)c2c1 (centres undefined)
 : -6%	-1%	-17%	16
18	CC[C@]12c3[nH]c4ccc(OC)cc4c3CCN1C(=O)C(CC(=O)NC(C)(C)C)C[C@@H]2C(=O)N1CCN(C(=O)c2ccco2)CC1 (some centres undefined)
 : 0%	6%	-3%	7
19	Cc1ccc([C@H]2C(C(=O)O)=CC[C@@H](c3ccc(Cl)cc3)N2S(=O)(=O)c2ccccc2C)cc1
 : 1%	-6%	-14%	30[activator]
20	O=C(Nc1ccc(C2=CN(Cc3ccccc3)CCC2=O)cc1)OCc1ccccc1
 : 1%	1%	0%	1

Whole records, quoted from the list.
COc1ccc(C2/C=C\CC(NS(=O)(=O)c3ccc(C)cc3)CC(=O)N2Cc2ccccc2F)cc1 (centres undefined) is listed with p53 reactivation: 4%; ELG1 genotox: 0%; BRCA1 expr up: -2%; Giardia killer: 4
COc1ccccc1C(=O)NCC(=O)OCC(=O)NNC(=O)c1ccc(Br)cc1 is listed with p53 reactivation: -9%; ELG1 genotox: 0%; BRCA1 expr up: -6%; Giardia killer: -11

Further structures
Values run as follows: p53 reactivation	ELG1 genotox	BRCA1 expr up	Giardia killer
21	O=C(CN1C(=O)NC2(CCCCCCC2)C1=O)NCc1ccc(F)cc1
 : 2%	1%	17%	9
22	COc1cc(OC)cc(-c2c(C#Cc3ccsc3)c3cc(-c4ccc5c(c4)OCO5)ccc3n2C)c1
 : 0%	6%	-23%	5
23	CCOc1ccc(S(=O)(=O)Nc2ccc(C(=O)NCC(c3ccc(OC)cc3)N3CCOCC3)cc2)cc1 (centres undefined)
 : -3%	-1%	12%	-26
24	CCN(C(=O)CSc1n[nH]c(N)n1)c1cccc2ccccc12
 : -4%	5%	5%	-4
25	CCOC(=O)[C@H]1[C@H]2COc3ccc(Br)cc3[C@@H]2N2C(=O)[C@H](C)NC(=O)[C@@]12C
 : -4%	6%	6%	-18
26	C[C@H](CO)N1C[C@H](C)[C@@H](CN(C)C(=O)NC2CCCCC2)Oc2c(cccc2N(C)C)C1=O
 : 1%	3%	-4%	-22
27	O=C(CNS(=O)(=O)c1cccc(C(F)(F)F)c1)NC1CCCCCC1
 : 1%	-2%	-23%	-2
28	CCN1CCN(c2ccc(NC(=O)c3cccc(S(=O)(=O)N4CCCC4)c3)cc2)CC1
 : 1%	1%	-16%	4
29	COc1ccc(C(C)(C)C)cc1NC(=O)COc1ccc(-c2nnco2)cc1
 : -7%	2%	-27%	10
30	CSc1nc(N)nc2c1ncn2CC(=O)NCCCN1CCCC1=O
 : 2%	1%	0%	14
31	CCN(C(=O)CSc1nnnn1-c1ccc(OC)cc1)C1CCS(=O)(=O)C1 (centres undefined)
 : -3%	0%	3%	5
32	O=C(COC(=O)c1ccc([N+](=O)[O-])o1)Nc1ccc(F)cc1
 : 6%	0%	-7%	-11
33	CC(=O)Nc1sc(C)c(C)c1C(=O)OCC(=O)Nc1cccc(C)c1
 : 4%	4%	-17%	-2
34	Cc1ccc(S(=O)(=O)N2[C@@H](c3ccc(C(C)(C)C)cc3)C(C(=O)O)=CC[C@H]2c2ccc(C(C)C)cc2)cc1
 : -7%	-5%	-51%	-16
35	Cc1cccc(C)c1NC(=O)Cn1c(=O)c(N2CCCCC2)c(N)n(C)c1=O
 : -1%	1%	0%	-2
36	CC1CCCC(C)N1C(=O)COC(=O)c1cncc(Br)c1 (centres undefined)
 : 5%	2%	-18%	-28
37	Nc1ccc(N2CCOCC2)c(S(=O)(=O)Nc2ccccc2Cl)c1
 : -3%	1%	-10%	21
38	COc1ccc(OC)c(/C=C/C(=O)OCC(=O)N2CCCCC2)c1
 : 4%	0%	-17%	6
39	CC(C)NC(=O)Nc1cccc2c1O[C@H](CN(C)S(=O)(=O)c1cccs1)[C@@H](C)CN([C@H](C)CO)C2=O
 : -5%	-1%	12%	0
40	C[C@]12c3[nH]c4ccccc4c3CCN1C(=O)C(CC(=O)NCCN1CCOCC1)C[C@@H]2C(=O)N1CCCCC1 (some centres undefined)
 : -15%	4%	-3%	9

Some entries already given, reduced to ELG1 genotox, BRCA1 expr up and p53 reactivation:
cpd	Molecule	ELG1 genotox	BRCA1 expr up	p53 reactivation
26	C[C@H](CO)N1C[C@H](C)[C@@H](CN(C)C(=O)NC2CCCCC2)Oc2c(cccc2N(C)C)C1=O	3%	-4%	1%
27	O=C(CNS(=O)(=O)c1cccc(C(F)(F)F)c1)NC1CCCCCC1	-2%	-23%	1%

Entries listed so far containing a Cl atom, in the order listed:
Values run as follows: p53 reactivation	ELG1 genotox	BRCA1 expr up	Giardia killer
6	O=C(CN1C(=O)NC2(CCCC2)C1=O)NCc1ccc(Cl)cc1
 : 1%	2%	-2%	-22
19	Cc1ccc([C@H]2C(C(=O)O)=CC[C@@H](c3ccc(Cl)cc3)N2S(=O)(=O)c2ccccc2C)cc1
 : 1%	-6%	-14%	30[activator]
37	Nc1ccc(N2CCOCC2)c(S(=O)(=O)Nc2ccccc2Cl)c1
 : -3%	1%	-10%	21

Returning to the listing with the 3 entries that preceded the break.
Values run as follows: p53 reactivation	ELG1 genotox	BRCA1 expr up	Giardia killer
38	COc1ccc(OC)c(/C=C/C(=O)OCC(=O)N2CCCCC2)c1
 : 4%	0%	-17%	6
39	CC(C)NC(=O)Nc1cccc2c1O[C@H](CN(C)S(=O)(=O)c1cccs1)[C@@H](C)CN([C@H](C)CO)C2=O
 : -5%	-1%	12%	0
40	C[C@]12c3[nH]c4ccccc4c3CCN1C(=O)C(CC(=O)NCCN1CCOCC1)C[C@@H]2C(=O)N1CCCCC1 (some centres undefined)
 : -15%	4%	-3%	9
41	COc1ccc(-c2noc(CCC(=O)N3CCN(c4cccc(C)c4C)CC3)n2)cc1
 : u	1%	-6%	2
42	C#CCOCCOCCOCCNc1nc(N2CCN(C(=O)[C@H](CCCCN)n3cc(CN)nn3)CC2)nc(N2CCN(C(=O)[C@H](CCC(=O)O)n3cc(CN)nn3)CC2)n1
 : -4%	-3%	-5%	9
43	CC(=O)N1CCN(c2ccc(NCc3ccc(-c4cccc(Cl)c4)o3)cc2)CC1
 : 0%	1%	0%	-23
44	O=C(CSc1ccccc1F)NCC(c1cccs1)N1CCOCC1 (centres undefined)
 : 1%	0%	3%	20
45	CCN(C[C@H]1N[C@@](C)(C(=O)OC)[C@H]2C(=O)N(C)C(=O)[C@@H]12)C(=O)c1ccccc1
 : -2%	0%	6%	6
46	CC(C)CN1Cc2ccccc2Oc2cc(Br)ccc2S1(=O)=O
 : 10%	0%	-6%	-16
47	O=C(Cc1cccs1)N[C@@H]1c2ccccc2CC[C@H]1OCc1ccccc1
 : -3%	-1%	6%	10
48	O=C(COC(=O)c1c(F)cccc1Cl)NCC1CCCCC1
 : 18%	u	36%	15
49	Cc1ccc(Cl)c(NC(=O)COC(=O)c2nn(-c3ccccc3)cc2O)c1Cl
 : -2%	-1%	0%	9
50	C[C@@H]1CN([C@@H](C)CO)C(=O)c2cccc(NC(=O)Nc3ccccc3)c2O[C@H]1CN(C)C(=O)Nc1cccc2ccccc12
 : -8%	-3%	-28%	-3
51	Cc1ccc(NC(=O)c2ncn(CC(=O)N3CCN(c4ccccn4)CC3)n2)cc1C
 : -2%	-2%	2%	4
52	CC1CCCCC12NC(=O)N(CC(=O)NCc1ccccc1Cl)C2=O (centres undefined)
 : -2%	0%	-7%	-13
53	COc1ccc2[nH]c3c(c2c1)CCN1C(=O)C(CC(=O)NCCCn2ccnc2)C[C@H](C(=O)N(C(C)C)C(C)C)[C@@]31C (some centres undefined)
 : -3%	6%	6%	5
54	CCOC(=O)C1=CN(Cc2ccco2)S(=O)(=O)N(C)C1c1ccc2ccccc2c1 (centres undefined)
 : -2%	-1%	-25%	-13
55	CC(C)(O)CC[C@@H](O)[C@](C)(O)C1CC[C@@]2(O)C3=CC(=O)[C@@H]4C[C@@H](O)[C@@H](O)C[C@]4(C)C3CC[C@]12C (some centres undefined)
 : 1%	1%	7%	2
56	COC(=O)[C@@]1(Cc2ccccc2)[C@H]2C(=O)N(C)C(=O)[C@H]2[C@H]2CN=C(SCC(=O)c3ccccc3)N21
 : 3%	5%	5%	17
57	Cc1ccc(NC(=O)CN2CCCC2c2cccn2C)cc1C (centres undefined)
 : 3%	2%	-17%	-13
58	CC[C@]12c3[nH]c4ccc(Cl)cc4c3CCN1C(=O)[C@@H](CC(=O)NCc1ccco1)C[C@@H]2C(=O)N1CCN(C(=O)c2ccco2)CC1
 : -4%	2%	7%	6
59	CCCc1cc(=O)[nH]c(SCC(=O)Nc2c(C)n(C)n(-c3ccccc3)c2=O)n1
 : -1%	-1%	-17%	10
60	COc1cc(N)c(Cl)cc1C(=O)OCC(=O)Nc1ccc(N2CCOCC2)cc1
 : 2%	-2%	-15%	5

These rows are one share of the data. The share of hits here may be higher or lower than overall.
